# SSB-PriA inh: inhibitors of Klebsiella pneumoniae PriA binding to SSB C-terminal tail, primary screen, biochemical, AlphaScreen; PriA–SSB C-terminal tail interaction (Klebsiella pneumoniae); AlphaScreen SSBct-PriA binding, biotinylated peptide; inhibition, % at 33 µM; 430,000 tested, 0.6% active; AID 1272365, 2023; in the data active means inhibition mostly above about 37%, no sharp cut-off; inactive means mostly below about 20%;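 further: plate controls were negative control peptide for no effect and reference peptide for full effect; strong numbers were not always called active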
# BoNT A protease: BoNT/A light chain protease inhibitors, primary screen, biochemical, flow cytometry, MLPCN library. Botulinum neurotoxin type A light chain protease (Clostridium botulinum A str. ATCC 3502). multiplex microsphere protease substrate cleavage. inhibition, % at 10 µM. 360,000 tested, 0.17% active; further: plate controls were buffer without enzyme for full effect and enzyme alone for no effect
# TcdB GH inh: TcdB glycohydrolase inhibitors, primary screen, biochemical, single point, plate reader | 350,000 tested, 0.24% active | Toxin B (Clostridioides difficile), P18177 | inhibition, % at 9.99 µM | TcdB glycohydrolase enzymatic assay | AID 652162, 2013; in the data active means inhibition above about 10%
# Target sequence (P18177 whole entry, looked up): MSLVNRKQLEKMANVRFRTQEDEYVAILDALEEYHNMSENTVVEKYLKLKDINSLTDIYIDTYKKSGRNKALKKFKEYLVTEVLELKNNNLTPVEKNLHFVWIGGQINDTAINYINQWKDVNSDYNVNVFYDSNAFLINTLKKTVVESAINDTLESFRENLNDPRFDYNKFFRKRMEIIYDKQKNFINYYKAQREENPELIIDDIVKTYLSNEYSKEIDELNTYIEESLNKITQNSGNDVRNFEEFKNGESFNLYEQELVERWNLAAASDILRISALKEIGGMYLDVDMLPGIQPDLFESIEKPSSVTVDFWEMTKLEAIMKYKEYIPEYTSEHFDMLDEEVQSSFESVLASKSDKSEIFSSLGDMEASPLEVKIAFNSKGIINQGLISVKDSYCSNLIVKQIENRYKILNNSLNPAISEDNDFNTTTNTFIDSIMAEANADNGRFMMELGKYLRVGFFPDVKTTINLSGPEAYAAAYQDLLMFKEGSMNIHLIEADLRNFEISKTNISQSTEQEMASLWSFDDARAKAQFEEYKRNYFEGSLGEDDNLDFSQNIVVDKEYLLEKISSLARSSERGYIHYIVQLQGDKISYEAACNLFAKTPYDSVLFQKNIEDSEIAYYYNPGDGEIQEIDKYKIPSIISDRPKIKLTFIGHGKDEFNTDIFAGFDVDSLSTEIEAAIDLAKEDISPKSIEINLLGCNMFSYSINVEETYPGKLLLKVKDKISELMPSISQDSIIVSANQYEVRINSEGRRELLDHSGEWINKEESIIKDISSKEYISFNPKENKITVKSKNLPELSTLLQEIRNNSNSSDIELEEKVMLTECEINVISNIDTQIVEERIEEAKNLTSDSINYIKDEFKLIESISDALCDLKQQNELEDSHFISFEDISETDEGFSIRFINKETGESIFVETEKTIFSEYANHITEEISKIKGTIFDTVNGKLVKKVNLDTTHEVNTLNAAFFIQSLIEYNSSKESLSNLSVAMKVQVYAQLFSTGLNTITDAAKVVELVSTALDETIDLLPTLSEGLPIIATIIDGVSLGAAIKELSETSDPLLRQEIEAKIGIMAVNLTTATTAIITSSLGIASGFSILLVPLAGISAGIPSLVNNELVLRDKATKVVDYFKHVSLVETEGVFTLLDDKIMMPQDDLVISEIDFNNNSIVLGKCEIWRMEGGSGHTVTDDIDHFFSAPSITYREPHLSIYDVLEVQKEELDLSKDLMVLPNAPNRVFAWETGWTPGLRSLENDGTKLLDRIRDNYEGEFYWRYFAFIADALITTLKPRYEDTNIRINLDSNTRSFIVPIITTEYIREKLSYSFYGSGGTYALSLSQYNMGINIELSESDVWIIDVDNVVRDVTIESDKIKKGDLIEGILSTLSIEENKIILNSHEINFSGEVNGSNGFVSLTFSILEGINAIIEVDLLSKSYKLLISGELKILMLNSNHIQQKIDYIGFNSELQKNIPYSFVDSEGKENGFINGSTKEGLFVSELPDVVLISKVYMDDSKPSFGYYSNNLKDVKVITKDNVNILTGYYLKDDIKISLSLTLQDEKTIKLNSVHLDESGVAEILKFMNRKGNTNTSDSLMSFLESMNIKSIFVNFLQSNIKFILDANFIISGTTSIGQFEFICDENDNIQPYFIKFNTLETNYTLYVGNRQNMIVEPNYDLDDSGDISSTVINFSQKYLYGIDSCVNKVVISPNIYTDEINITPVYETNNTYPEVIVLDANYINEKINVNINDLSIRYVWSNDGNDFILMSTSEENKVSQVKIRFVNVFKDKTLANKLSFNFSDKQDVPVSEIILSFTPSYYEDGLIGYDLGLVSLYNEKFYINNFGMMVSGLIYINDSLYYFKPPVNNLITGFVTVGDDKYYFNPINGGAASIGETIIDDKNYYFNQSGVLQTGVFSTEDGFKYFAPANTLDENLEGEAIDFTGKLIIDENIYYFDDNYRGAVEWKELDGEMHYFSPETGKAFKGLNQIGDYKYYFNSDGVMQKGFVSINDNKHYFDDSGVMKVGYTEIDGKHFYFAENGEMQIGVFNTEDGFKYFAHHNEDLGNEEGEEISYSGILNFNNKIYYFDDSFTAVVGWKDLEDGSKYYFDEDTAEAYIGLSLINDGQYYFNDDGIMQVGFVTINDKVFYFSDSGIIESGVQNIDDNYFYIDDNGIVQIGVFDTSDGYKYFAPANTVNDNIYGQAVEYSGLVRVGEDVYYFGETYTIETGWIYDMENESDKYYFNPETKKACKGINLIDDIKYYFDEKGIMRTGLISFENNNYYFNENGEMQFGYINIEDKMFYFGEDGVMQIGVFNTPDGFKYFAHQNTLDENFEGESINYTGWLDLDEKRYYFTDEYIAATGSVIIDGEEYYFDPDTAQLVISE
# BH1578 lux ind: inducers of Vibrio cholerae quorum light production without autoinducers, primary screen, BH1578 luxS cqsA deficient, single point. activation, % at 18.7 µM. 350,000 tested, 0.16% active. V. cholerae BH1578 lux reporter, luminescence, 6 h; in the data active means activation mostly above about 9.7%, no sharp cut-off; inconclusive means no clear call, values can overlap the other calls; inactive means mostly below about 3.7%; further: not every result past the cut was called active; inactives centre near 0; reference of the scale not given here
# Yp Topo-I inh: Yersinia pestis topoisomerase I inhibitors, primary screen, biochemical, cleavage product accumulation, plate reader, single point. AID 504884, 2011. Y. pestis Topo-I cleavage product accumulation. DNA topoisomerase I (Yersinia pestis CO92). activity, % at 10 µM. 360,000 tested, 0.064% active; in the data active means activity above about 50%, passing the limit was not always enough; inconclusive means no clear call, values can overlap the other calls; further: inactives centre near 2
# PrPC surface inh: inhibitors of human cell surface prion protein PrPC, primary screen, cell-based, TR-FRET; TR-FRET read-out; inhibition, % at 13.8 µM; 370,000 tested, 0.43% active; in the data active means inhibition above about 24%; further: 0% = median of the test wells and 100% = reference compound wells
# 3CLpro inhibitor: SARS-CoV 3CLpro protease inhibitors, primary screen, biochemical, quenched FRET; recombinant SARS-CoV 3CLpro, quenched FRET peptide cleavage; inhibition, % at 6 µM; 290,000 tested, 0.14% active; in the data active means inhibition above about 12%
# PfHsp40 yeast: rescue of yeast from PfHsp40 toxicity, primary screen, S. cerevisiae, ATP luminescence | growth rescue, % at 12.5 µM | S. cerevisiae expressing PfHsp40, growth rescue | 340,000 tested, 0.68% active; in the data active means growth rescue above about 28%, passing the limit was not always enough; inconclusive means no clear call, values can overlap the other calls;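 further: yeast W303a lacking pdr1 and pdr3 grown in galactose medium; growth measured after three days at 30 °C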
# Anthrax LF inh2: Bacillus anthracis LF protease inhibitors, primary screen, biochemical, multiplex microsphere, MLPCN library; multiplex microsphere protease cleavage assay; inhibition, % at 10 µM; Lethal factor (Bacillus anthracis), P15917; 360,000 tested, 0.12% active; further: plate controls were buffer without enzyme for full effect and enzyme alone for no effect
# * = called active by the depositor; i = inactive; ? = inconclusive; / = not tested or not shown; & = joins results of further samples. Unless noted, no stated cut-off is given here; in the data, active means inhibition above about 30%; inconclusive means no clear call, values can overlap the other calls; inactive means below that. Not all compounds are listed; rates above refer to the full screens.
SMILES,SSB-PriA inh,BoNT A protease,TcdB GH inh,BH1578 lux ind,Yp Topo-I inh,PrPC surface inh,3CLpro inhibitor,PfHsp40 yeast,Anthrax LF inh2
Cc1ccc(NC(=O)c2ccc(Cl)c(N3C(=O)C=CC3=O)c2)cc1,-7,-0.3,/,3.5,-19,-8,1,0.6,1
CCOc1ccc(NC(=S)NC(=O)c2c(Br)cnn2C)c([N+](=O)[O-])c1,19,-1.0,/,-1.9,1,1,4,-1.2,-2
COc1ccc(C(=O)Nc2ccncc2)cc1[N+](=O)[O-],-16,-7.5,0.5,-0.3,-4,-21,1,-1.3,-7
Cc1nn(CC(=O)NCc2ccccc2F)c(C)c1[N+](=O)[O-],-6,0.6,-2.1,-0.3,1,2,-1,-0.2,0
CCOc1ccccc1C(=O)NCC(=O)NCCc1ccc(S(N)(=O)=O)cc1,-17,-0.6,-10,-0.4,0,3,-6,0.6,1
Cc1cc(OC(=O)c2cc(Br)ccc2Cl)c([N+](=O)[O-])c(=O)[nH]1,-10&-6,-0.7,-1.3,-0.2,2,-6,1,-0.8,4
CCc1ccc(C(=O)NNC(=O)CCC2CCCCC2)cc1,1,1.0,0.5,i,10,7,-2,0.7,2
O=C(CN1CCCCCC1)NCCc1ccc(F)cc1,8,0.7,-1.7,i,11,11,-1,-0.6,-2
CCCC/C(C)=N/NC(=O)CN(c1ccc(Br)cc1)S(=O)(=O)c1ccccc1,/,0.1,/,-0.7,2,-3,2,0.9,-3
Cc1ccc(-n2c(=O)c3sccc3n(CC(=O)NC3CCCCC3)c2=O)cc1,-7,-0.1,1.0,i,-1,-2,1,-1.5,5
Cc1cc(=O)n(CC(=O)O)c2ccccc12,1,0.5,0.3,i,0,12,0,2.6,-1
CCOc1ccc(S(=O)(=O)NNC(=O)c2cc3ccccc3o2)cc1,6,1.8,/,-0.5,5,4,5,0.5,12
Cn1c(Cn2nnc(-c3ccccc3)n2)nnc1SCc1ccccc1Cl,-7,?,/,i,49,-5,-4,1.7,-1
CCOC(=O)[C@H]1[C@H]2COc3ccc(OC)cc3[C@H]2N2C(=O)CNC(=O)[C@@]12C,-23,-0.1,0.9,-0.8,-3,7,/,-0.3,-5
Cc1ccc(S(=O)(=O)CCN2CCC(O)(c3ccccc3)CC2)cc1,6,-1.0,0.7,-0.6,-3,-3,-1,-1.0,2
CCc1ccc(C2=NN(c3ccc(S(N)(=O)=O)cc3)C(c3ccc(F)cc3)C2)cc1 (stereo not given),-10,-0.4,/,3.4,29,5,6,1.3,-6
Fc1ccc(/C=N/Nc2nccnc2Cl)cc1,/,0.8,1.3,i,-15,4,5,-0.6,4
Cc1ccc2c(c1)[C@H]1[C@H](CO2)[C@H](c2ccccc2)[C@]2(C)C(=O)Nc3ccc(F)cc3C(=O)N12,0,0.3,-0.8,i,9,5,/,-0.1,-6
Cc1cccc(OCc2n[nH]c(=S)n2C2CCCCC2)c1,-4&12,0.6,3.5,i,1,-10,0,-0.2,4
O=C(CC(SCc1ccco1)c1ccc(O)cc1)c1cccs1 (stereo not given),13,0.0,/,-0.4,10,-2,-4,0.7,-4

# 11 of the compounds above, with tabs:
canonical_smiles	SSB-PriA inh	BoNT A protease	TcdB GH inh	BH1578 lux ind	Yp Topo-I inh	PrPC surface inh	3CLpro inhibitor	PfHsp40 yeast	Anthrax LF inh2
Cc1ccc(-n2c(=O)c3sccc3n(CC(=O)NC3CCCCC3)c2=O)cc1	-7	-0.1	1.0	i	-1	-2	1	-1.5	5
Cc1cc(=O)n(CC(=O)O)c2ccccc12	1	0.5	0.3	i	0	12	0	2.6	-1
CCOc1ccc(S(=O)(=O)NNC(=O)c2cc3ccccc3o2)cc1	6	1.8	/	-0.5	5	4	5	0.5	12
Cn1c(Cn2nnc(-c3ccccc3)n2)nnc1SCc1ccccc1Cl	-7	?	/	i	49	-5	-4	1.7	-1
CCOC(=O)[C@H]1[C@H]2COc3ccc(OC)cc3[C@H]2N2C(=O)CNC(=O)[C@@]12C	-23	-0.1	0.9	-0.8	-3	7	/	-0.3	-5
Cc1ccc(S(=O)(=O)CCN2CCC(O)(c3ccccc3)CC2)cc1	6	-1.0	0.7	-0.6	-3	-3	-1	-1.0	2
CCc1ccc(C2=NN(c3ccc(S(N)(=O)=O)cc3)C(c3ccc(F)cc3)C2)cc1 (stereo not given)	-10	-0.4	/	3.4	29	5	6	1.3	-6
Fc1ccc(/C=N/Nc2nccnc2Cl)cc1	/	0.8	1.3	i	-15	4	5	-0.6	4
Cc1ccc2c(c1)[C@H]1[C@H](CO2)[C@H](c2ccccc2)[C@]2(C)C(=O)Nc3ccc(F)cc3C(=O)N12	0	0.3	-0.8	i	9	5	/	-0.1	-6
Cc1cccc(OCc2n[nH]c(=S)n2C2CCCCC2)c1	-4&12	0.6	3.5	i	1	-10	0	-0.2	4
O=C(CC(SCc1ccco1)c1ccc(O)cc1)c1cccs1 (stereo not given)	13	0.0	/	-0.4	10	-2	-4	0.7	-4

# Remaining list, next part
SMILES,SSB-PriA inh,BoNT A protease,TcdB GH inh,BH1578 lux ind,Yp Topo-I inh,PrPC surface inh,3CLpro inhibitor,PfHsp40 yeast,Anthrax LF inh2
Cc1ccc2cc(CN(CCO)Cc3nnnn3Cc3ccc(F)cc3)c(=O)[nH]c2c1,-6,0.0,0.8,/,0,-2,2,-1.2,2
CCC1CCCCN1C(=O)CSc1nnc(-c2ccco2)o1 (stereo not given),7,-1.3,/,-1.4,-1,-5,5,-0.5,0
CCC1CN(C)C2Cc3c([nH]c4ccccc34)C(=O)CC1C2C(=O)OC (stereo not given),1,0.0,0.6,-0.6,2,-13,0,-0.8,-5
O=C(COC(=O)c1cc(F)c(F)cc1Cl)NC1CC1,-5,-0.4,0.4,-2.2,2,-3,7,-0.5,-1
COC(=O)c1sc(S(=O)(=O)NCCCN(C)C)c(C(=O)OC)c1C,-2,0.2,1.1,1.3,-10,1,4,1.6,7
CN(c1ccccc1)S(=O)(=O)c1ccc(C(=O)NCc2ccccn2)cc1,-4,-0.5,1.4,-2.9,7,2,-3,-0.7,1
Cc1ccc(OCCOCCOc2ccc(Br)cc2/C=N\NC(=O)c2ccncc2)cc1,/,0.6,/,i,22,10,2,-0.6,0
O=C(CCN1CCN(C/C=C/c2ccccc2)CC1)Nc1cccc(F)c1,-6,0.1,0.3,i,11,-4,-1,-1.0,-4
CN(C)C(=O)CCc1ccc2c3c([nH]c2c1)[C@]1(C)[C@@H](C(=O)N2CCOCC2)C[C@H](CC(=O)NCCC2=CCCCC2)C(=O)N1CC3,2,-0.8,-0.8,i,28,0,/,0.9,-2
Cn1cccc1-c1nc2ccc(NC(=O)c3ccc([N+](=O)[O-])cc3)cc2[nH]1,-6,0.9,/,-0.2,-22,-28,-2,-0.1,-4
Cc1cc(C)n2nc(-c3ccc(F)cc3)cc2n1,/,-0.2,0.4,i,2,-4,/,/,-5
Cc1cc(C)cc(OCC(=O)OCC(=O)NC2CCCCCCC2)c1,-4,1.7,1.6,i,23,8,/,0.2,1
O=C(NCc1ccccc1Cl)c1cnccc1C(F)(F)F,-16,?,-0.7,i,9,0,2,-0.4,-8
CC1(C)CC(=O)C(C=NCC2CCN(C(=O)Cc3ccccc3)CC2)=C(O)C1,-14,-0.2,0.3,-0.1,-6,3,3,-0.6,4
Cc1nc2ccccc2n1Cc1ccccc1,-3,0.9,1.5,0.1,5,16,-6,0.8,4
CN(C)C(=S)Nc1ccc(S(=O)(=O)N2CCCCC2)cc1,-7,-1.4,0.6,-0.7,1,9,0,-0.1,7
COc1cccc(CNc2ccccn2)c1O,-16,-2.4,-4.4,0.2,-12,-4,-5,1.4,-10
CCN(C(=O)COC(=O)/C=C/c1cnc2ccccc2n1)c1ccccc1,-12,0.1,3.2,i,17,-9,3,-1.6,0
COCCNC(=S)NC(=O)CC12CC3CC(CC(C3)C1)C2,-15,1.4,/,-2.7,4,-1,-4,-1.6,-2
CCCCN1C(=O)C(C)=C(C)C1OCCc1ccc(OC)c(OC)c1 (stereo not given),-8,-1.3,0.1,-3.8,-1,6,4,-1.7,7
O=C(Nc1ccc(-c2ccccc2)cc1)c1ccco1,-1,0.4,1.1,-0.3,-10,-5,3,0.6,-6
Cc1nc(CNS(=O)(=O)c2cccs2)cs1,-6&-8,-0.6,1.6,-0.2,-3,1,-3,0.8,0
CC(=O)Nc1c(-c2ccccc2)c2cc(Br)ccc2[nH]c1=O,-2,-2.5,-0.4,i,2,-2,-3,-0.7,10
O=C(COC(=O)C1CC2C=CC1C2)Nc1ccc([N+](=O)[O-])cc1 (stereo not given),2,-0.3,2.1,2.9,-4,-2,/,1.1,-1
COc1ccc(C(=O)COC(=O)c2nn(C)cc2Cl)cc1,-7,-6.4,0.5,-1.8,1,4,-8,-0.7,-7
CC1=CC(=O)C=C(C)C1=NOc1ccccc1[N+](=O)[O-],2,-0.7,/,-0.3,-6,4,6,-0.1,2
CN(CC(=O)Nc1ccccc1Br)C(=O)COc1cccc2c1OC(C)(C)C2,-3,1.8,1.7,-4.8,0,-3,/,1.1,8
CC(C)NC(=O)C(=O)NCc1ccccn1,5,1.0,1.0,-0.2,-6,3,5,1.7,-5
N#Cc1c(-c2ccccc2)cc(-c2cccs2)nc1SCC(=O)O,2,-1.5,1.4,i,2,-1,7,-0.7,20
C/C(=N\NC(=O)c1c(Br)c(C)nn1C)c1cccc(NC(=O)c2ccccc2F)c1,/,0.3,/,i,17,8,-1,0.5,0
Cn1nc(C(C)(C)C)cc1C(=O)NN1CCOCC1,0,-2.6,-0.1,0.4,-11,-1,4,-1.2,-1
COc1ccc(NC(=S)NCc2ccco2)c(OC)c1,1,0.6,/,-0.5,-2,5,5,4.2,-4
O=[N+]([O-])c1ccc(N/N=C/c2c[nH]c3ccccc23)cc1,/,-0.4,/,i,-5,1,-3,-1.6,-7
COc1cccc(-n2nc(C(=O)N3CCN(Cc4ccccc4)CC3)c3ccccc3c2=O)c1,0,-0.6,0.2,-0.1,7,-7,6,0.5,0
O=C(NC1CCCc2ccccc21)c1ccccc1Cl (stereo not given),-10,1.5,2.1,-0.6,2,4,4,-1.1,-1
CC(=O)N1CCN(c2ccc(N=Cc3c(O)n(Cc4ccccc4)c(=O)[nH]c3=O)cc2)CC1,0,0.0,/,3.1,1,-8,-5,-1.6,2
Cc1ccc(NC(=O)COC(=O)[C@H](C)NC(=O)c2ccccc2)cc1S(=O)(=O)N1CCOCC1,-3,-0.3,1.2,-0.7,19,14,-3,1.5,-3
Cc1cc(C(=O)CN2c3cccc4cccc(c34)S2(=O)=O)c(C)n1C,-6,/,-3.1,-5.7,11,0,/,-1.4,/
N#CCCn1ncn(-c2ccccc2)c1=S,-9,0.0,/,-0.4,-2,4,-5,-0.3,4
CC(=O)Nc1ccc(-c2ccnc3c2CC(C)(C(=O)NCc2ccco2)O3)cc1 (stereo not given),/,0.0,1.2,0.3,5,-1,/,/,-2
Cc1nn(-c2ccccc2)c(=O)c2ccccc12,-8,-0.8,0.7,-0.7,7,-11,0,0.0,-7
CCc1ccccc1NC(=O)CCNC(=O)Cn1ccc2ccccc2c1=O,0,-2.9,-0.9,-0.4,9,4,-2,-1.4,-3
CC(=O)c1ccc(NC(=S)NNC(=O)c2ccncc2)cc1,-12,-0.4,-0.1,-0.2,0,-6,0,-0.8,-2
O=C(CN1CCC(O)(c2ccc3c(c2)OCO3)CC1)N1CCOCC1,-6,0.2,/,1.7,5,4,0,-1.1,-1

# Screens as filed in PubChem.
